Bioassay records (PubChem)
UPR XBP1 act – adaptive UPR (XBP1) activation; CHO-XBP1 luciferase reporter, IRE1-XBP1 UPR activation, luminescence; percent of tunicamycin response, DMSO as zero; activation, % at 20 µM; 330,000 tested, 0.33% active; AID 463104;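 active = versus positive control, 20 µM dose yields 30% or more activation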;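 note: 100% = tunicamycin at 10 µg/mL and 0% = DMSO only wells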
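assay system = CHO-XBP1 luciferase reporter cells | amount = 1000 cells/well | buffer or medium = F12 plus 10% FBS | compound dosing = single point, 20 µM final compound, 1% DMSO | incubation = 16-18 h cell attachment at 37 °C, then 6 h compound exposure | detection = Steady-Glo luminescence read | controls = tunicamycin 10 µg/mL and vehicle-only wells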
CXCR6 block – CXCR6 (human) receptor inhibition; inhibition, % at 20 µM; CHO-K1 PathHunter CXCR6 beta-arrestin, luminescence; 360,000 tested, 0.36% active; O00574; AID 602244; in the data active = inhibition above about 34%, passing the limit was not always enough;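 note: antagonist mode with CXCL16 agonist at 10 nM final; 0% = 10 nM CXCL16 with DMSO and 100% = unstimulated wells without agonist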
Target sequence (O00574 whole entry, looked up): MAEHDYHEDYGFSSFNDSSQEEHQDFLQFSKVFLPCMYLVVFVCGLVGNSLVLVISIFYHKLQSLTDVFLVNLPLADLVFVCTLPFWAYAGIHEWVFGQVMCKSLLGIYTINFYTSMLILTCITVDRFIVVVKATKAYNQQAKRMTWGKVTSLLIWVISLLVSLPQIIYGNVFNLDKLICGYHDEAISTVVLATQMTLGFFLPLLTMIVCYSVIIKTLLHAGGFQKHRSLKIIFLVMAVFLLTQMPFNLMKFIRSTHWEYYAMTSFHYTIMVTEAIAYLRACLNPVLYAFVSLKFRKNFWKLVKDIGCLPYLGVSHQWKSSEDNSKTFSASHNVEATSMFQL
TIM10 inh – inhibits growth of TIM10 yeast strain. S. cerevisiae TIM10 strain growth, BacTiter-Glo luminescence, 24 h. inhibition, % at 10 µM. 330,000 tested, 1.4% active;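 active = inhibition of 40% or more at the single tested concentration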;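 note: wild-type TIM10 isogenic control strain grown at permissive 25 °C; 0% = DMSO yeast wells and 100% = minimal medium wells without yeast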
APJ antagonist – APJ receptor antagonism; 330,000 tested, 0.32% active; inhibition, % at 20 µM; P35414; CHO-K1 APJ beta-arrestin complementation, luminescence;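 active = inhibition above about 40% at 20 µM, limit read from the data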;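 note: cells challenged with 10 nM apelin-13 agonist together with compound; plate controls were apelin-13 plus DMSO wells for no effect and DMSO wells lacking apelin-13 for full effect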
Target sequence (P35414 whole entry, looked up): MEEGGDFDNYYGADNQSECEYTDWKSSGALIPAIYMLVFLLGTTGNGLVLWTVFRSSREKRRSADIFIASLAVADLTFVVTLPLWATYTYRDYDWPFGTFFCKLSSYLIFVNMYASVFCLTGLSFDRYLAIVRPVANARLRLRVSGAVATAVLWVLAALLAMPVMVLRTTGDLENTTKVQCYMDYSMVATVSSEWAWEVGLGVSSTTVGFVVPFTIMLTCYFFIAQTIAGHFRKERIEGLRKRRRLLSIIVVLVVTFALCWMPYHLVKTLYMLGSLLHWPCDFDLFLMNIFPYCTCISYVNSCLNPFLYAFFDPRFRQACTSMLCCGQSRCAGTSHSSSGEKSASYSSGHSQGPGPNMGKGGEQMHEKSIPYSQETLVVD
Mdm2-MdmX inh – disrupts the human Mdm2-MdmX interaction. O15151+Q00987. SaOS-2 split-luciferase Mdm2/MdmX complementation, luminescence. 330,000 tested, 3% active. inhibition, % at 8 µM;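 active = inhibition of at least 50% at 8 µM in the primary screen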
tim23-1 inh – tim23-1 yeast growth inhibition; S. cerevisiae tim23-1 growth, BacTiter-Glo luminescence, 24 h; inhibition, % at 20 µM; 330,000 tested, 1.3% active;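 active = growth inhibition of the mutant yeast at or above 50%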;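 note: temperature-sensitive mutant grown at 25 °C; plate controls were DMSO-treated mutant yeast for no effect and medium wells lacking yeast for full effect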
APJ ag – APJ receptor agonism; CHO-K1 APJ PathHunter beta-arrestin, luminescence; 0% DMSO wells, 100% apelin; AID 2520; 330,000 tested, 0.11% active; activation, % at 20 µM; P35414;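 active = activation more than six SD over the plate average, tested at 20 µM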;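 note: 0% = DMSO alone and 100% = apelin-13 at 10 nM; some results filed as inactive read as strong as hits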
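Assay system – PathHunter CHO-K1 APJ (AGTRL-1) beta-arrestin reporter cells · Compound – one dose, 20 µM compound, 1% DMSO · Timing – compound 90 min 25 °C, reagent 1 h · Measured by – luminescence from split beta-galactosidase complementation, Galacton Star/Emerald II substrate · Measure – beta-arrestin recruitment to APJ as agonist activity, luminescent signal · Benchmarks – DMSO vs Apelin-13 10 nM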
UPR CHOP act – activators of apoptotic arm of unfolded protein response (CHOP) | AID 449763 | CHO-CHOP luciferase reporter, UPR activation, luminescence; percent of tunicamycin response over DMSO baseline | 330,000 tested, 0.34% active | activation, % at 10 µM;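 active = at 10 µM dose, activation of 40% or more, normalized to positive control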;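 note: 100% = tunicamycin at 10 µg/mL and 0% = DMSO alone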
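assay system = CHO CHOP reporter cells | amount = 500 CHO-CHOP cells per well | buffer or medium = F12 with 10% FBS | incubation = 16-18 h cell attachment, then 6 h compound exposure, 37 °C | detection = luminescence read with Steady-Glo | read-out = percent activation relative to tunicamycin control | controls = tunicamycin high control, DMSO low control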
tim10-1 inh – growth inhibitors of tim10-1 mutant yeast; S. cerevisiae tim10-1 ts strain growth, BacTiter-Glo, 24 h; inhibition, % at 20 µM; 330,000 tested, 2.2% active;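 active = inhibition of at least 40%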;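 note: mutant grown at 25 °C; 0% = DMSO wells with yeast and 100% = wells holding no yeast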
An asterisk follows results filed as active. A portion of the library, so the mix of outcomes need not match the whole.

molecule	UPR XBP1 act	CXCR6 block	TIM10 inh	APJ antagonist	Mdm2-MdmX inh	tim23-1 inh	APJ ag	UPR CHOP act	tim10-1 inh
CCN(CC)C(=O)C1CCN(Cc2cn(C)nc2-c2ccc(Oc3ccccc3)cc2)CC1	0	2	7	-5	16	16	-5	0.9	7
O=C(CSc1nnc2ccc(-c3ccncc3)nn12)c1cccs1	-1	5	-21	-32	-6	0	3	-0.3	15
Cc1cc(=O)n2nc(N3CCCC(C(=O)NC4CCC(C)CC4)C3)sc2n1 (configuration not stated)	-4	-3	7	16	20	-2	-6	-1.1	7
CC(C)CNS(=O)(=O)c1ccc(OCC(=O)Nc2ccc3c(c2)OCCO3)cc1	-1	-7	8	-1	6	12	2	2.4	25
COc1ccc(S(=O)(=O)N2CCOCC2)cc1NC(=O)CSc1cccc[n+]1[O-]	3	-9	4	-12	1	14	-2	-1.7	-6
COc1ccc(-c2nnn(CC(=O)Nc3ccc4c(c3)OCCO4)n2)cc1OC	-1	7	-12	21	46	-8	-3	-1.5	-25
O=C(CS(=O)(=O)Cc1ccccc1)Nc1ccccc1Cl	0	-2	7	6	-20	16	-3	-1.5	17
COc1ccccc1C1C(C(=O)c2cc3ccccc3o2)=C(O)C(=O)N1CCN(C)C (configuration not stated)	0	6	5	12	15	22	-5	-3.4	11
Cc1onc(C(=O)/C=C/N(C)C)c1C(=O)Nc1nccs1	-1	-4	-7	20	21	-6	0	-1.1	-14
CCc1nnc(NC(=O)CSc2nnc(C(C)NC(=O)c3ccccc3F)n2C)s1 (configuration not stated)	-2	0	-13	-1	15	4	-3	-0.1	-8
CS(=O)(=O)c1ccc(C(=O)N2CCN(Cc3ccccc3)CC2)cc1	-3	-2	-4	-7	12	4	0	-1.0	-2
O=C(NCCC1=CCCCC1)C1CCN(S(=O)(=O)N2CCCC2)CC1	-2	5	-13	10	-3	10	-2	0.0	11
CC(OC(=O)c1cccc(S(=O)(=O)Nc2cccc(C(F)(F)F)c2)c1)C(=O)Nc1ccc2c(c1)OCCO2 (configuration not stated)	-4	-10	-32	-2	20	16	1	-1.7	19
COC(=O)c1cccc(-n2sc3ccccc3c2=O)c1	-5	-9	27	-21	28	22	3	11	24
Cc1cc(C)c(C)c(S(=O)(=O)NCC(=O)N2CCCC2)c1C	-1	-7	-12	12	-12	13	-4	-0.3	16
CCN(C1=NS(=O)(=O)c2ccccc21)N(CC)S(=O)(=O)c1ccc(C)cc1	0	13	25	0	-18	25	-3	-1.5	18
CC(C)n1nc(C(=O)Nc2nnc(SCc3c(Cl)cccc3Cl)s2)c2ccccc2c1=O	-2	1	12	9	45	20	-3	-3.6	23
O=C(NC1CC1)C1=C[C@@H](c2coc3ccccc3c2=O)C[C@@H](OCc2ccc(CO)cc2)O1	-2	1	-6	10	26	14	4	1.1	9
O=C(CN1CCN(c2ccccc2)CC1)N1N=CCC1c1ccccc1 (configuration not stated)	-5	4	-4	-7	-7	10	-5	-1.9	9
C=CC[C@H](CC(=O)OC(C)(C)C)C(=O)OC[C@H]1CCCN1C(=O)[C@@H](CC=C)CC(=O)N(CCO)Cc1ccccc1	1	11	7	5	1	19	2	-1.3	19

Of the compounds above, 2 contain fluorine.
molecule	UPR XBP1 act	CXCR6 block	TIM10 inh	APJ antagonist	Mdm2-MdmX inh	tim23-1 inh	APJ ag	UPR CHOP act	tim10-1 inh
CCc1nnc(NC(=O)CSc2nnc(C(C)NC(=O)c3ccccc3F)n2C)s1 (configuration not stated)	-2	0	-13	-1	15	4	-3	-0.1	-8
CC(OC(=O)c1cccc(S(=O)(=O)Nc2cccc(C(F)(F)F)c2)c1)C(=O)Nc1ccc2c(c1)OCCO2 (configuration not stated)	-4	-10	-32	-2	20	16	1	-1.7	19

Later entries
molecule	UPR XBP1 act	CXCR6 block	TIM10 inh	APJ antagonist	Mdm2-MdmX inh	tim23-1 inh	APJ ag	UPR CHOP act	tim10-1 inh
CCOc1ccc2nc(N3CCCC(C(=O)NC4CCCC4)C3)sc2c1 (configuration not stated)	-3	-19	16	-9	-25	33	7	4.0	15
CCCc1c(C(=O)N/N=C/c2cccc3ccccc23)nnn1-c1nonc1N	23	0	-4	2	30	-1	3	-1.5	4
CCn1c(SCC(=O)N(C)C2CCS(=O)(=O)C2)nnc1-c1ccccc1 (configuration not stated)	-1	-1	4	12	-23	11	-2	2.0	6
CCOc1ccccc1C1CC(=O)NC(SCC(=O)Nc2nccs2)=C1C#N (configuration not stated)	-1	-14	9	4	21	19	4	-2.5	17
COc1cc(C2N(Cc3ccccc3)CCN2Cc2ccccc2)ccc1OC(C)=O	-3	-4	10	0	8	9	-3	4.0	18
O=C(Cn1nc(-c2ccccc2)c2ccccc2c1=O)NCCN1CCOCC1	1	2	6	8	-11	17	-1	-0.1	12
CC1CN(c2ccc(Cl)cc2[N+](=O)[O-])CCN1S(C)(=O)=O (configuration not stated)	2	16	27	6	-14	9	-4	-0.8	17
COC(=O)N/N=C/c1ccc([N+](=O)[O-])s1	-1	-16	30	-59	18	83*	5	2.6	42*
COc1ccc(/C=N/Nc2cc(N(C)C)nc(N(C)C)n2)cc1	-1	-7	18	0	4	26	0	2.6	15
CCOC(=O)C1CCCN(S(=O)(=O)c2cccs2)C1 (configuration not stated)	0	-2	10	1	25	23	4	0.9	25
O=C(COc1ccc(Cl)cc1Cl)NN=C1c2ccccc2-c2ccccc21	89*	-7	6	2	82*	-21	-2	7.2	4
COc1ccc(Nc2nnc(SCC(=O)c3cc(C)n(CC4CCCO4)c3C)s2)cc1 (configuration not stated)	0	0	-1	-2	14	-5	-2	3.1	30
O=C(NCc1cccnc1)C1CCN(S(=O)(=O)c2cccc(C(F)(F)F)c2)CC1	-1	-7	-3	0	-6	-10	1	-0.3	-9
O=C(CCn1nc(-c2ccccc2)c2ccccc2c1=O)NN1CCOCC1	2	4	-8	1	17	5	1	-1.3	-4
O=S(=O)(NC1CC1)c1ccc(S(=O)(=O)N(Cc2ccccn2)C2CCCC2)cc1	-3	9	-15	14	-1	5	1	-1.0	-37
CCOCC(=O)Nc1ccc2c(c1)OCCO2	-1	-8	-15	10	-2	20	-1	-1.2	9
CCOc1ccc(NC(=O)c2cc3ccccc3cc2OC)cc1	1	-4	1	-23	4	14	-1	2.1	8
O=C(NCCN1CCOCC1)c1cc(-c2ccc(Cl)s2)nc2ccccc12	-5	-6	0	3	-2	6	-2	0.7	-7
COc1ccc(NC(=O)Nc2nnc(C(C)(C)C)s2)cc1	2	-5	20	-3	12	22	3	4.6	8
Cc1c(/C=N/O)c2ccccn2c1C=O	-1	4	0	-10	19	4	-4	2.2	3
Cc1cccc(N=Nc2c(C)c(C#N)c(O)[nH]c2=O)c1	-3	17	15	33	-32	1	-6	3.8	1
CSC1=N/C(=C\C=C\c2cccs2)C(=O)S1	-1	12	46*	5	26	20	0	2.5	47*
COC(=O)C1CCN(C(=O)c2oc3c(Cl)cc(C)cc3c2C)CC1	0	4	13	3	-98	33	1	3.8	40
O=C(NCCOc1ccc(F)cc1)C1CCC(=O)N(CCCN2CCCC2=O)C1 (configuration not stated)	-3	8	2	1	-2	-6	-2	-0.2	-8
COc1cc(NC(=O)c2onc(C)c2Cl)c(OC)cc1Cl	-2	3	13	15	19	-1	-3	0.2	5
CCCCCn1nc(C(=O)N(CC(C)C)c2c(N)n(CCCC)c(=O)[nH]c2=O)c2ccccc2c1=O	2	12	7	8	11	14	-3	-1.1	8
O=C(O)c1cccnc1SCC(=O)C12CC3CC(CC(C3)C1)C2	1	-1	2	-14	-6	27	-2	-0.4	9
CCCS(=O)(=O)N1CCCC(C(=O)Oc2ccc(Cl)cc2)C1 (configuration not stated)	-1	-5	-2	6	7	28	-3	2.5	23
CC(C)(C)CC(C)(C)N=C1NS(=O)(=O)c2cc([N+](=O)[O-])ccc21	1	-10	17	-55	-26	11	3	0.2	20
COC(=O)CCC(=O)Nc1cccc(C(=O)Nc2cccc(Cl)c2)c1	1	9	31	-12	-21	25	-19	1.8	2
COC(=O)Cc1nc(NC(=O)c2cccs2)sc1C	4	10	4	18	12	11	-2	5.5	10
C=CCn1c(O)c(C(CC)=NCCN2CCOCC2)c(=O)[nH]c1=O	0	-2	6	-16	2	4	-1	-0.6	3
COC(=O)CC1(C(=O)OC)Oc2ccc(Br)cc2C(=O)N1c1ccc(Br)cc1Cl (configuration not stated)	4	9	27	11	29	49	0	-1.3	28
O=C(c1ccco1)N1CCCN(Cc2cn[nH]c2-c2ccc(-c3ccccc3)cc2)CC1	-1	3	14	7	-1	20	-3	0.0	14
COc1cc2[nH]c3c(=O)n(CCN4CCOCC4)cnc3c2cc1OC	-4	-8	-11	-6	16	13	-2	1.0	-2
Cc1ccccc1Nc1nc(N)nc(CSc2nnnn2-c2ccccc2)n1	-3	7	31	6	11	27	-4	-0.8	21
CCc1ccccc1NC(=O)CN(C)C(=O)Cn1cc(C(F)(F)F)cc(Cl)c1=O	-2	8	1	-3	1	6	-2	-0.1	4
O=C(O)CNC(=O)C(CS)Cc1ccccc1 (configuration not stated)	-8	0	10	8	-14	2	-6	-2.2	6
O=C(CNC(c1ccccc1)c1ccccc1)Nc1ccc(F)cc1	-1	-14	5	12	-16	11	-4	0.2	-3
COc1cc(NC(=O)CSc2ncnc3c2cnn3Cc2ccccc2)cc(OC)c1	1	-4	36	-6	-9	25	-1	0.8	6
COc1ccc(C2=NN(C(=O)COc3ncnc4ccccc34)C(c3ccco3)C2)cc1 (configuration not stated)	-2	12	10	-3	35	-2	-5	-0.2	-6
CCOC(=O)c1cnc2c(c(C3CC3)nn2C)c1N1CCOCC1	-2	-3	-45	8	30	5	-4	1.3	-5
CCOC(=O)c1c(S(=O)(=O)Nc2ccccn2)c(C)n(C)c1C	2	12	10	-5	1	11	-4	0.6	26
C=CC1=C(C(=O)O)N2C(=O)[C@@H](NC(=O)/C(=N/OCC(=O)O)c3csc(N)n3)[C@H]2SC1	-5	-7	14	-9	-2	-14	0	0.1	5
Cc1c(NC(=O)c2cccs2)cccc1[N+](=O)[O-]	0	-4	3	-7	16	11	0	-1.2	15
COc1cccc(/C=C/C(=O)Nc2ccc3c(c2)OCCO3)c1OC	-3	14	-1	-40	-140	25	0	-1.9	2
CC(/C=N/NC(=O)CSc1ccccn1)=C\c1ccc(C(C)C)cc1	-1	2	-4	-11	-43	39	2	3.4	39
CC(=O)c1ccc(NC(=S)N2CCN(c3cccc(Cl)c3)CC2)cc1	-1	-3	-31	4	19	-22	-2	0.4	-24
O=[N+]([O-])c1cc(Cl)cc(/C=N/NC(=S)Nc2ccc(S(=O)(=O)N3CCOCC3)cc2)c1O	0	35	6	33	7	17	-7	-1.2	26
